# Bioassay records from PubChem.
# KLF5 inh – KLF5 expression inhibitors, primary screen, DLD-1 cells, luminescence; inhibition, % at 5 µM; hit rate 0.23% among 290,000; DLD-1 KLF5 promoter-luciferase reporter; AID 1700, 2009;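 active = inhibition above a per-plate limit of that plate's mean compound inhibition plus 3 SD, cut at about 60% in these data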;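 note: 0% = DMSO wells and 100% = LY294002 at 200 µM; higher means less KLF5 promoter-driven luciferase light; inactives centre near -14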
# IEC-6 tox – cytotoxicity in IEC-6 intestinal epithelial cells, primary screen, cytotoxicity control for KLF5 inhibitor project, cell-based, luminescence. inhibition, % at 5 µM. hit rate 0.78% among 290,000. IEC-6 cytotoxicity, luminescence viability. AID 1825, 2009; in the data active = inhibition above about 22%;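 note: 0% = plate median of test compound wells and 100% = cytotoxic reference compound wells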
# TRPC4 inh – inhibitors of mouse TRPC4 channel, primary screen, Fluo4 calcium, HEK293 TRPC4beta/mu-opioid cells. Short transient receptor potential channel 4 (Mus musculus), Q9QUQ5. DAMGO-evoked Fluo4 calcium flux; hits give low values. B-score at 10 µM. hit rate 0.39% among 300,000. AID 2247, 2010;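 active = B-score over 3 SD under the library average, no early fluorescence shift, positive overall ratio signal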
#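 Assay system: TRPC4beta/mu-opioid receptor HEK293 cell line; compound dosing: single concentration per test compound; detection: Fluo4 Ca2+ flux fluorescence; evaluation: per-well B score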
# HIF act – HIF pathway transcriptional activators, primary screen, cell-based, U2OS HRE-luciferase, luminescence; U2OS HRE-luciferase reporter; normalized: DMSO 0%, desferrioxamine 100%; activation, % at 7.5 µM (by protocol); hit rate 0.32% among 300,000;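 active = mean activation of at least 10% of the iron chelator positive control signal, with at least half of replicates also reaching 10%; inconclusive = mean and replicate majority disagree about reaching 10%; inactive = mean and most replicates under 10%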
# aSyn UTR inh – MLPCN primary screen, SNCA 5' untranslated region; alpha-synuclein 5'UTR reporter, inhibitor activity; inhibition, % (tested at 7.5 µM); hit rate 0.82% among 300,000; AID 1813, 2009; in the data active = inhibition above about 60%; inconclusive = no clear call, values can overlap the other calls;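 note: H4 neuroglioblastoma cells stably carrying SNCA 5'UTR luciferase fusion; 0% = DMSO wells and 100% = positive control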
# TRPC6 activator – mouse TRPC6 channel activators, primary screen, cell-based, HEK293, membrane potential dye; hit rate 0.13% among 310,000; HEK293-TRPC6 membrane potential dye fluorescence; hits give high values; B-score at 10 µM; Short transient receptor potential channel 6 (Mus musculus), Q61143; AID 2550, 2010;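 active = B-score of the integrated fluorescence ratio above library mean plus 3 SD, and starting fluorescence ratio within library mean plus 5 SD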;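 note: higher score means more depolarization so channel activation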
# TRPC6 inh – mouse TRPC6 channel inhibitors, primary screen, cell-based, HEK293, membrane potential dye; Short transient receptor potential channel 6 (Mus musculus), Q61143; B-score at 10 µM; hit rate 1.1% among 310,000; ACh-evoked depolarization; hits give low values;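 active = B-score under library mean minus 3 SD, initial fluorescence not abnormally high, positive integrated signal ratio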;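 note: B-score derived from integrated fluorescence ratio over the kinetic read; more negative B-score means stronger inhibition of depolarization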
# TRPC4 potent – positive allosteric modulators of TRPC4, primary screen, cell-based, mouse TRPC4beta, HEK293 mu-opioid, Fluo-4 calcium; Short transient receptor potential channel 4 (Mus musculus), Q9QUQ5; DAMGO EC20, Fluo-4 Ca2+ flux; hits give high values; B-score at 10 µM; hit rate 0.42% among 310,000;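 active = B-score of calcium response area above 5 SD of library B-scores, with initial fluorescence ratio within 5 SD of library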;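 note: B-score of integrated fluorescence ratio over time as area under calcium response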
# TRPC4 act – activators of mouse TRPC4 channel, primary screen, Fluo4 calcium, HEK293 TRPC4beta/mu-opioid cells. Short transient receptor potential channel 4 (Mus musculus), Q9QUQ5. Fluo4 calcium fluorescence; hits give high values. B-score at 10 µM. hit rate 0.49% among 310,000. AID 2237, 2010;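 active = B-score above 5 SD of library B-scores, and initial fluorescence ratio not above library mean plus 5 SD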;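 note: positive B-score marks a calcium rise read as TRPC4 activation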
#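 Assay system – TRPC4beta and mu-opioid receptor HEK293 stable cells · Measured by – Fluo4 fluorescence, kinetic · Schedule – dye loading 45 min room temperature, 110 s kinetic read · Read-out – B-scored integrated calcium fluorescence ratio · Controls – buffer and maximal DAMGO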
# SKKanGAS inh – S. pyogenes SKKanGAS growth inhibitors in kanamycin, primary screen, streptokinase expression inhibitor project, SKKanGAS strain, BacTiter-Glo luminescence; hit rate 1.3% among 300,000; inhibition, % at 7.5 µM; 6 h;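 active = mean replicate score, as percent of positive control median, at least 50; inconclusive = mean below 50 but one replicate at or above 50; inactive = mean and every replicate below 50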;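 note: strain carries kanamycin resistance gene driven by streptokinase promoter and grows in 40 µg/ml kanamycin; loss of luminescence reflects streptokinase promoter inhibition or plain growth inhibition; 0% = median of DMSO wells and 100% = positive control at its reference dose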
# MrgX1 antagonist – antagonists of human MrgX1 receptor, primary screen, HEK293 cells, Fluo-4 calcium flux; hit rate 1.3% among 310,000; B-score at 10 µM; BAM8-22 antagonism; hits give low values; Mas-related G-protein coupled receptor member X1 (Homo sapiens), Q96LB2; AID 588676, 2011;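 active = calcium-response B-score plate-corrected more than 3 library SD below zero, starting fluorescence within 5 deviations, no agonist response on first addition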;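 note: peak minus trough fluorescence over baseline after final BAM8-22 challenge near maximal dose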
# Target sequence (Q96LB2 whole entry, looked up): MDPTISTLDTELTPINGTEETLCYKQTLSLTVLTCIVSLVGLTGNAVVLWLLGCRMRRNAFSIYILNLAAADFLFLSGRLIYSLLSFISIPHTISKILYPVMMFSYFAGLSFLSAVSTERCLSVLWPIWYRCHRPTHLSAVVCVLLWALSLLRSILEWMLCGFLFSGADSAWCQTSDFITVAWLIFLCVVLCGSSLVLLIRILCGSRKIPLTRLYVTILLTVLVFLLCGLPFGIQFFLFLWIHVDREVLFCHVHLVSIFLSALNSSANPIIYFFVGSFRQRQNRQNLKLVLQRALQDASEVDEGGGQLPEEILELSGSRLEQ
# * marks the source's active call; other numbers are inactive results; i = inactive; ? = inconclusive; · = no result given.
structure	KLF5 inh	IEC-6 tox	TRPC4 inh	HIF act	aSyn UTR inh	TRPC6 activator	TRPC6 inh	TRPC4 potent	TRPC4 act	SKKanGAS inh	MrgX1 antagonist
O=C(Nc1nnc(-c2ccco2)o1)c1cccc(N2C(=O)CCC2=O)c1	-31	8	i	0.8	-18	i	i	i	i	1	i
CCCCN(CC)CCCNC(=O)c1csc2c1CCCCC2	1	9	i	-0.2	15	i	i	i	111*	3	i
NS(=O)(=O)c1ccc(NC(=O)COC(=O)CCC2CCCCC2)cc1	-14	0	i	0.1	1	i	i	i	i	-10	i
Cc1cc(C(=O)COc2cccc(-n3cnnn3)c2)c(C)n1-c1ccccc1	-12	-3	i	0.7	0	i	i	i	i	5	i
COC(=O)C(=NNc1c(C)n(C)n(-c2ccccc2)c1=O)C(=O)OC	10	1	i	-0.7	8	i	i	i	i	-10	i
N#C/C(=C\Nc1ccc(F)c(Cl)c1)S(=O)(=O)c1ccccn1	-22	2	i	0.0	9	i	i	i	i	-8	i
Cc1ccc(NC(=O)CSc2ccccc2NC(=O)c2ccccc2)cc1Cl	-15	0	i	-0.1	-78	i	i	i	i	-15	i
COc1ccc(-c2cc(-c3ccc(F)cc3)nc(N3CCN(C)CC3)n2)cc1	-8	2	i	-0.3	-25	i	i	i	i	13	i
O=C(COc1cccc2cccnc12)NNC(=S)Nc1ccccc1	-30	-2	i	0.4	-27	i	i	i	i	1	i
CC(=O)N1c2ccc(S(=O)(=O)N3CCCC(C(=O)N4CCCCC4)C3)cc2CC1C (stereo unspecified)	6	-5	i	0.3	-6	i	i	i	i	-1	i
CCOC(=O)c1c(C)[nH]c(C(=O)NCCN2CCOCC2)c1C	9	-2	i	-0.1	-3	i	i	i	i	-2	i
Cc1ccc2cc(CCNC(=O)Cc3cccs3)c(=O)[nH]c2c1	-11	1	i	-0.5	6	i	i	i	i	-1	i
CCOC(=O)c1c(Nc2nc(C)c(C(=O)NC)s2)sc(C)c1C	-11	3	i	-0.5	-28	i	i	i	i	-7	i
Oc1[nH]c2ccccc2c1N=NC(=S)NCCc1ccccc1	-4	12	i	0.0	-59	i	i	i	i	?	i
COc1cc(C(C(=O)NCC2CCCO2)N(C(=O)Cn2nnc3ccccc32)c2ccc(OC)c(OC)c2)ccc1O (stereo unspecified)	-5	-4	i	0.1	7	i	i	i	i	2	i
COCCNC(=O)Cc1ccc(F)cc1	-19	-1	i	0.2	-2	i	i	i	i	-2	i
COc1cc(CN(CC2CCCO2)C(=O)c2cccs2)cc(OC)c1OC (stereo unspecified)	-8	-1	i	0.2	0	i	i	i	i	-5	i
COc1ccc(S(=O)(=O)NCC(c2cccnc2)N2CCN(C)CC2)cc1C (stereo unspecified)	15	6	i	-0.1	-2	i	i	i	i	-3	i
O=C(Nc1ccc(-c2nc3cccnc3s2)cc1)C1CCCO1 (stereo unspecified)	23	6	i	-2.5	87*	i	i	i	i	9	i
Cc1ccccc1OCCn1cnc2c(N)ncnc21	-24	8	i	0.5	-40	i	i	i	i	-6	i
O=C(Cn1ncc(Cl)c(Cl)c1=O)c1ccc(Cl)cc1	0	13	i	-5.5	-22	i	i	i	i	-3	i
CCOP(=O)(OCC)c1nc(-c2ccc(Cl)cc2)oc1NCc1ccccc1	-25	-2	i	-1.8	18	i	i	i	i	-2	i
COc1ccccc1OCCCCCCN1CCN(C)CC1	·	·	i	0.2	14	i	i	i	i	-1	i
Cc1ccc2nc(SCC(=O)N3CCCC3)[nH]c2c1	-105	-2	i	1.7	-129	i	i	i	i	-2	i
CCOc1ccc(S(=O)(=O)N2CCN(S(=O)(=O)c3ccc(OCC)cc3)C(C)C2)cc1 (stereo unspecified)	-6	-5	i	-0.2	-3	i	i	i	i	6	i
COc1ccc(NC(=O)c2ccco2)cc1NC(=O)c1cccc(F)c1	-17	0	i	1.3	-27	i	i	i	i	-7	·
Cc1cc(N2CCOCC2)n2ncc(-c3ccccc3)c2n1	-11	3	i	0.0	54	i	i	i	i	-2	i
COc1ccc2cc(C(c3nnnn3C3CCCC3)N3CCOCC3)c3nnnn3c2c1 (stereo unspecified)	-35	-3	i	0.2	8	i	i	i	i	-5	i
COC(=O)c1cccc(Nc2nc(-c3cccnc3)nc3ccccc23)c1	-8	-3	i	-0.1	7	i	i	i	i	3	i
CCOC(=O)c1cn(Cc2ccccc2)c(C(=O)OC(C)(C)C)c1O	·	·	i	-0.4	13	i	i	i	107*	4	i
Cc1ccc(OCCC(=O)OC(C)C(=O)Nc2ccc(Cl)cn2)cc1 (stereo unspecified)	·	·	i	0.4	10	i	i	i	i	9	i
O=C(Cc1cn2ccsc2n1)Nc1cccc2cnccc12	8	-4	i	-0.1	-8	i	i	i	i	-2	i
O=C(Nc1ccccc1N1CCN(c2ccccc2)CC1)C12CC3CC(CC(C3)C1)C2	-12	-1	i	-0.2	2	i	i	i	i	15	i
CC(C)OCCCNC(=O)CN1C(=O)CSc2ccc(S(=O)(=O)N3CCCCC3)cc21	-55	6	i	-0.2	19	i	i	i	i	-5	i
CCc1ccc(NC(=O)N(CCCOC(C)C)C2CCN(C(C)=O)CC2)cc1	-20	-3	i	-0.1	11	i	i	i	i	1	i
O=C(NCCc1ccccc1)c1ccc(-n2cnnn2)cc1	-39	-2	i	1.9	-66	i	i	i	i	-6	i
CCOc1ccc(NC(=O)C2C3CC/C=C\CCC32)cc1 (stereo unspecified)	-29	-2	i	2.4	-87	i	i	i	i	14	i
CNC(=O)c1ccc(C)c(NC(=O)C2=C(C)OCCS2)c1	-38	-3	i	-1.3	2	i	i	i	i	2	i
CCN1CCC2(CCN(Cc3cn[nH]c3-c3ccc(OC)c(F)c3)C2)C1 (stereo unspecified)	13	2	i	-0.1	-13	i	i	i	i	2	i
COc1ccccc1OCC(O)Cn1c(Br)nc2c1c(=O)[nH]c(=O)n2C (stereo unspecified)	-25	2	i	·	·	i	i	i	i	·	i
Cc1ccc(C)c(S(=O)(=O)N2CCCC2CNC(=O)C(=O)NCc2cccs2)c1 (stereo unspecified)	·	·	i	1.8	8	i	i	i	i	-1	i
CC(NC(=O)c1cccc(N(C)C)c1)c1ccc(-n2ccnc2)cc1 (stereo unspecified)	-16	-1	i	-0.3	9	i	i	i	i	-2	i
Cc1ccc(/C([O-])=C(/C(=S)Nc2ccc(SC(F)F)cc2)[n+]2ccccc2)cc1[N+](=O)[O-]	5	-3	i	1.4	-55	i	i	i	i	-3	i
CN(c1ccccc1C(=O)NC1CC2CCC1C2)S(=O)(=O)c1ccccc1 (stereo unspecified)	-4	8	i	-0.2	-15	i	i	i	i	-8	i
COc1cc(/C=N/Nc2nc(Nc3ccccc3)nc(-n3nc(C)cc3C)n2)cc(OC)c1OC	-4	-2	i	0.3	-68	i	i	i	i	75*	i
COc1cccc(NC(=O)C2CC2(c2cccc(OC)c2)c2cccc(OC)c2)c1 (stereo unspecified)	-26	2	i	-0.5	-4	i	i	i	i	6	i
Cc1cccc(C)c1NC(=O)Cn1c(CN2CCCCC2)nc2ccccc2c1=O	-19	2	i	0.0	-5	i	i	i	i	-5	i
O=C(CN1CCN(S(=O)(=O)c2ccccc2)CC1)Nc1ccccc1C(=O)c1ccccc1	-38	2	i	-0.3	14	i	i	i	i	18	i
NCCc1nnc(SCC(=O)Nc2ccc(Br)cc2)o1	-28	-7	i	0.0	19	i	i	i	i	0	i
CCOc1[nH]n(-c2ccccc2)c(=O)c1C=NCC(=O)OC	-18	3	i	0.0	15	i	i	i	i	-4	i
O=c1ccc(-c2nc3ccccc3n2Cc2ccc(Cl)cc2)c[nH]1	-28	6	i	0.4	3	i	i	i	i	1	i
C=CCNC(=O)c1onc(CSc2ccc(Cl)cc2)c1C(=O)O	-42	2	i	-2.2	2	i	i	i	i	12	i
COc1ccc(NC(=O)c2cc3c(Cl)nc4ccccc4c3s2)cc1OC	-16	-2	i	0.5	31	i	i	i	i	9	i
COc1ccc(OC)c2[nH]c(=O)c(CCNS(=O)(=O)c3ccc(F)cc3)cc12	-6	-4	i	0.9	-9	i	i	i	i	8	i
c1cn(CC2(Cn3ccnc3)COC2)cn1	-10	-5	i	0.0	7	i	i	i	i	1	i
O=C(CNC(=O)c1ccco1)OCc1c(F)cccc1Cl	-12	-4	i	0.3	4	i	i	i	i	7	i
COc1cccc(C(=O)Nc2ccc(S(=O)(=O)N3CCCCC3)cc2)c1OC	-11	3	i	0.1	-8	i	i	i	i	-17	i
Nc1nonc1-n1nnc(C(=O)N/N=C/c2ccc3c(c2)OCO3)c1-c1ccccc1	-14	-7	i	-1.5	-12	i	i	i	i	5	i
Cc1cccc(C(=O)NCC(=O)N2CC(=O)Nc3ccccc32)c1	12	0	i	-3.1	33	i	i	i	i	0	i
CCOC(=O)c1c(NC(=O)C(=O)N/N=C/c2ccc(O)c(OC)c2)sc2c1CCCCC2	-37	-1	i	·	-11	i	i	i	i	29	i

# (further entries)
structure	KLF5 inh	IEC-6 tox	TRPC4 inh	HIF act	aSyn UTR inh	TRPC6 activator	TRPC6 inh	TRPC4 potent	TRPC4 act	SKKanGAS inh	MrgX1 antagonist
COc1ccc(N2CC(O)=C(c3n(C)c4ccccc4[n+]3C)C2=N)cc1	-20	0	i	-0.6	-5	i	i	i	i	-4	i
O=C1CC(=O)Nc2cc(S(=O)(=O)Nc3ccc(Cl)c(C(F)(F)F)c3)ccc2N1	0	-2	i	0.5	4	i	i	i	i	-10	i
C[N+]1(CCN2C(=O)C3CC=C(Cl)CC3C2=O)CCOCC1 (stereo unspecified)	-15	0	i	0.0	-12	i	i	i	i	-2	i
C(=C\c1nc(-c2ccccc2)no1)/c1ccccc1	-61	-8	i	1.4	-154	i	i	i	i	-5	i
